Bioassay records as filed in PubChem.
15-hLO-2 inh = qHTS Assay for Inhibitors of 15-hLO-2 (15-human lipoxygenase 2) | Polyunsaturated fatty acid lipoxygenase ALOX15B (Homo sapiens), O15296 | purified 15hLO-2, xylenol orange hydroperoxide absorbance | Potency, µM (series often up to 57.1 µM), for inactives: top-dose activity change, negative = inhibition, usual class: inhibitors | 0.56% of 110,000 active | AID 881, 2007; further: potency means the concentration at half of the fitted maximal effect; nearly all actives have a fitted effect of over 60% in size; many of its hits are not listed in these tables
Target sequence (O15296 whole entry, looked up): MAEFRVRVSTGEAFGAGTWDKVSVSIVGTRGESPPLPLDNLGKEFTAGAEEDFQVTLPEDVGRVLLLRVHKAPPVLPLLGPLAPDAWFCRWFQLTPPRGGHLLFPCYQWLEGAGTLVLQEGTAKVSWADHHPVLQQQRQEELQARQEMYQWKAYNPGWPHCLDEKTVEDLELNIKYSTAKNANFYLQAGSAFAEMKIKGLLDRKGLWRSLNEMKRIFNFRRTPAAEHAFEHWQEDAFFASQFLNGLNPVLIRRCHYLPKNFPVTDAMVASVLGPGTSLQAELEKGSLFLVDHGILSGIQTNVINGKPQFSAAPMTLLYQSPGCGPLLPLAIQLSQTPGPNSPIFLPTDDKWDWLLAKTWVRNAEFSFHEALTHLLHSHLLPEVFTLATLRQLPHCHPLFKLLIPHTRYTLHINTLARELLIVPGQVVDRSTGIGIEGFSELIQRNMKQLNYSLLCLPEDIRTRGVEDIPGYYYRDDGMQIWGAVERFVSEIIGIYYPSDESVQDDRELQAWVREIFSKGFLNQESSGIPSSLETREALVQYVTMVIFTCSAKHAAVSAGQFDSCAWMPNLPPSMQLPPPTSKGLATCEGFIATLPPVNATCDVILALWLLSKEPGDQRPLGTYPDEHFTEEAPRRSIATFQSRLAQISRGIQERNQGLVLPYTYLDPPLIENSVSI
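Enzyme 50 nM, AA 45 uM, 25 mM Hepes pH 7.5 + 0.01% Triton X-100; cpd preinc 15 min RT, rxn 90 min RT; stop/detect with 200 uM XO + 300 uM Fe(II) in 50 mM H2SO4, 30 min; A573/A405.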
ALOX12 inhib = qHTS Assay for Inhibitors of 12-hLO (12-human lipoxygenase). Polyunsaturated fatty acid lipoxygenase ALOX12 (Homo sapiens), P18054. purified 12-hLO, xylenol orange hydroperoxide absorbance. Potency, µM (titrated, usually from 57.1 µM), for the others: at the top dose activity change, negative = inhibition, usual class: inhibitors. 0.12% of 150,000 active; further: potency means the concentration at half of the fitted maximal effect; nearly all actives have a fitted effect of over 55% in size; many of its hits are not listed in these tables
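Purified human 12hLO (150 nM), preincubated 15 min with compound, then 40 uM arachidonic acid for 30 min, room temperature, Hepes pH 7.0 with 0.01% Triton X-100. Hydroperoxide detected by ferrous iron/xylenol orange; 573/405 nm absorbance ratio gives reaction progress.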
IMPase cell inh = qHTS Assay for Identifying the Cell-Membrane Permeable IMPase Inhibitors. 120,000 tested, under 10 active. Inositol monophosphatase 1 (Rattus norvegicus), P97697. inhibition (IP1 accumulation), % at 46.1 µM. CHO-M1 cells, IP1 accumulation, HTRF TR-FRET ratio; active means well fitted curve in the direction sought with a large enough effect in the signal ratio, not every such curve was filed as active; inconclusive means small, poorly fitted or top-dose-only effect, or a change in a side signal; inactive means no such curve, though single readings can be large or run the other way; the % refers to the signal ratio;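 further: cells stimulated with carbachol in lithium chloride buffer; plate controls were DMSO basal wells for no effect and reference inhibitor wells for full effect; higher means more IMPase inhibition seen as more IP1 and lower FRET ratio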
Target sequence (P97697 whole entry, looked up): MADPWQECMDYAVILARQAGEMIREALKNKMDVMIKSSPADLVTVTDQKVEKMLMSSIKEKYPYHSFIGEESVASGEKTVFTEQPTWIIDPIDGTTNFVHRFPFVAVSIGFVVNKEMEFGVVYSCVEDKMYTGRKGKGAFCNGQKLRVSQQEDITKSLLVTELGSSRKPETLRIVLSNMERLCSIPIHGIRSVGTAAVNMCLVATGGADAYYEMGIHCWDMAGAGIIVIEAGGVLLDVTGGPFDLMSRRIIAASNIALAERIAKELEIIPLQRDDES
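Carbachol-driven Gq signalling in CHO-M1 cells (2000/well) generates IP1. Compounds that block IMPase raise IP1 and so reduce the FRET signal from Eu-anti-IP1 and d2-IP1 after a 10 min room-temperature lysis.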
PNC assembly inh = High Content Assay for Compounds that inhibit the Assembly of the Perinucleolar Compartment; PC3M PTB-GFP, PNC prevalence imaging, 16 h; stronger effect = lower value; activity change (PNC), negative = inhibition, % at 10 µM; 3.1% of 140,000 active;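 active means readout at or below -70, meaning at least 70% loss of cells showing the perinucleolar compartment, a nuclear body marking cancer cells; inconclusive means readout between -30 and a set limit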;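 further: plate controls were DMSO wells for no effect and camptothecin positive control wells for full effect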
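PC3M cells stably expressing PTB-GFP, 750–1000 cells/well, treated 16 h at 37 °C with compound (23 nl of library stock), in duplicate. After paraformaldehyde fixation and Hoechst stain, imaged at 20x; PNC prevalence scored by image analysis.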
The depositor's hits bear a star; u = inconclusive; x = not tested or not shown; & = joins results of further samples; [ ] = dose if it differs, or a comment. Unless noted, the call rests on the fitted dose curve; in most records, active means well fitted curve in the direction sought with a large enough effect; inconclusive means small, poorly fitted or top-dose-only effect, or another doubt; inactive means no such curve, though single readings can be large; an effect the other way counts as inactive or inconclusive. Unless noted, on the % scale 0 is the no-effect control and ±100 the full control effect.

#	ALOX12 inhib	IMPase cell inh	15-hLO-2 inh	PNC assembly inh	smiles
1	-4%	x	x	13	CCOc1cc(NC(=S)NCCCN2CCOCC2)c(OCC)cc1NC(=O)C1CC1
2	5%	7	49%[activator]	35	c1ccc2c(CSCCc3ccncc3)cccc2c1
3	-3%[0.00818 µM]	x	6%[0.0915 µM]	x	COc1cc(C2CC(=O)Oc3ccc(C(C)(C)C)cc32)cc(OC)c1OC (stereo not drawn)
4	-1%	6	-5%	47	CCOc1ccc(-n2c(SCC(N)=O)nc3c(c2=O)SCC3)cc1
5	-1%	3	6%	64	CCCCS(=O)(=O)C(=C1Nc2ccccc2N1)S(=O)(=O)CCCC
6	7%	8	-6%	-9	O=C(Nc1nnc(-c2ccccc2)s1)c1ccc(Cl)c(S(=O)(=O)N2CCOCC2)c1
7	-2%	x	x	18	CCOc1ccc(NC(=S)N(CCc2c(C)[nH]c3ccccc23)Cc2ccco2)cc1
8	-5%	-1	u	u	COc1ccc(-c2nnc(-c3cc4c(ccc5ccccc54)oc3=O)o2)cc1
9	-4%	3	6%	18	O=C(CN(c1ccc(F)cc1)S(=O)(=O)c1ccccc1)NCc1ccco1
10	0%	x	x	-14	Cc1ccc2nc(NC(=O)C3CCN(S(=O)(=O)c4cnc[nH]4)CC3)sc2c1
11	-5%	1	-7%	23	O=C(CN1C(=O)CSc2ccccc21)Nc1ccccc1C(=O)N1CCOCC1
12	5%	-5	x	-100*	CCOc1ccc(CCNC(=O)C2CCCN(C(=O)N(C)C)C2)cc1OCC (stereo not drawn)
13	1%	-3	-3%	u	CC(=O)NC(C(=O)NCC(N)=O)C(C)C (stereo not drawn)
14	-2%	0	4%	-22	Cn1c(=O)c2c(nc(OCc3ccccc3)n2C)n(C)c1=O
15	0%	-9	x	-100*	CCOC(=O)N1CCN(c2c(-c3ccc(C)cc3)c(=O)c2=O)CC1
16	-3%	7	-2%	3	COc1ccccc1N1CCN(C(=O)CN(Cc2ccccc2)S(C)(=O)=O)CC1
17	1%	6	x	-100*	COCCN(C(=O)CNC(=O)c1ccco1)C(C(=O)NC1CCCC1)c1cccs1 (stereo not drawn)
18	-3%&-2%	x	6%	22	O=C(NCc1ccccc1)[C@@H]1C[C@H]1[C@@H](NP(=O)(c1ccccc1)c1ccccc1)c1ccccc1
19	-3%	x	x	49	O=C(/C=C\c1ccc2c(c1)OCO2)Nc1nnc(SCC(=O)OCc2ccccc2)s1
20	-1%	2	u	-27	CC(C)(C)C(=O)Nc1nnc(SCC(=O)NCc2cccs2)s1

Record cards, from the list above. Order of screens: ALOX12 inhib	IMPase cell inh	15-hLO-2 inh	PNC assembly inh
c1ccc2c(CSCCc3ccncc3)cccc2c1 in the list: 5%	7	49%[activator]	35
COc1cc(C2CC(=O)Oc3ccc(C(C)(C)C)cc32)cc(OC)c1OC (stereo not drawn) in the list: -3%[0.00818 µM]	x	6%[0.0915 µM]	x
COCCN(C(=O)CNC(=O)c1ccco1)C(C(=O)NC1CCCC1)c1cccs1 (stereo not drawn) in the list: 1%	6	x	-100*
CCOc1ccc(NC(=S)N(CCc2c(C)[nH]c3ccccc23)Cc2ccco2)cc1 in the list: -2%	x	x	18

Back to the main list; the two compounds before the break are reprinted first.
#	ALOX12 inhib	IMPase cell inh	15-hLO-2 inh	PNC assembly inh	smiles
19	-3%	x	x	49	O=C(/C=C\c1ccc2c(c1)OCO2)Nc1nnc(SCC(=O)OCc2ccccc2)s1
20	-1%	2	u	-27	CC(C)(C)C(=O)Nc1nnc(SCC(=O)NCc2cccs2)s1
21	-13%	-1	-18%	2	COc1ccc(S(=O)(=O)N2CN(Cc3ccco3)c3nc4ccccc4nc32)cc1
22	-3%	11	4%	4	Cc1ccnc(NC(=O)c2ccc(NC(=O)c3ccco3)cc2)c1
23	-4%	0	x	u	O=C(CSc1nnc(-c2ccccc2)n1-c1ccc(Cl)cc1)NC1CCS(=O)(=O)C1 (stereo not drawn)
24	3%	x	x	-6	O=C(c1ccco1)N1CCN(C(=O)C2CC2)CC1
25	-8%	-1	2%	u	C/C(=N\NC(=O)Cc1cccn1C)c1cccc2ccccc12
26	4%	-6	x	u	COc1ccc(C)cc1NCC(=O)Nc1ccc(C(C)(C)C)cc1
27	-1%	1	8%	18	CC(Oc1ccccc1)C(=O)Nc1ccccc1F (stereo not drawn)
28	0%	-6	-1%	u	Cn1c(=O)c2c(nc(Br)n2CCSc2nnnn2-c2ccccc2)n(C)c1=O
29	-2%	0	0%	4	COCc1[nH]nc2c1C(c1ccc(OC)c(OC)c1)C(C#N)=C(N)O2 (stereo not drawn)
30	-3%	x	x	-1	O=C(NNc1cc(N2CCOCC2)nc(N2CCOCC2)n1)C12CC3CC(CC(C3)C1)C2
31	-5%[11.4 µM]	x	-19%[11.4 µM]	x	O=[N+]([O-])c1ccc(S(=O)(=O)Cc2ccccc2)c([N+](=O)[O-])c1
32	1%	x	-1%	x	CCCN(CCC)C(=O)SCC
33	1%	0	5%	-4	COCCSc1nc2c(c(=O)[nH]c(=O)n2C)n1CCC(C)C
34	-2%	x	x	-19	Cc1c(-c2ccccc2)oc2c(C(=O)N3CCN(c4ccccc4F)CC3)cccc2c1=O
35	-2%	-3	-4%	-18	CCn1c(COc2ccc(C)cc2)nnc1SCC(=O)C(C)(C)C
36	-3%	-5	-3%	-12	COC(=O)CSc1nnc(-c2cccnc2)n1-c1cccc(OC)c1
37	-29%	u	u	-25	Cc1ccc(S(=O)(=O)C(C#N)c2nc3ccccc3nc2N2CCCC2)cc1C (stereo not drawn)
38	-2%	-12	2%	u	Cc1c(Cl)cccc1NC(=O)CSCc1cc(=O)[nH][nH]1
39	2%	10	0%	u	O=C(CSc1ccccc1)Nc1cccnc1
40	-13%	4	4%	-12	CC1=C(C)CS(=O)N(c2ccc(S(N)(=O)=O)cc2)C1 (stereo not drawn)
41	2%[11.4 µM]	x	1%[11.4 µM]	x	CC(C)=CCNc1ncnc2nc[nH]c12
42	1%	-1	-3%	-23	O=C1CNC(=O)c2c(nc3n2CCC3)N1
43	-22%	x	x	-5	COc1nccnc1NS(=O)(=O)c1ccc(NC(=S)NC(=O)c2ccccc2F)cc1
44	1%	u	-14%[11.4 µM]	-25	COC(=O)c1cc2sccc2n1CC(=O)N1CCCc2ccccc21
45	-1%	x	x	-1	O=C(NC(c1ccccc1)c1ccccc1)C1CCCC1
46	-5%	-2	-5%	-22	Cc1csc(SCc2nnc(-c3ccc(Cl)cc3)o2)n1
47	-4%	0	-3%	x	CC(C)[C@H]1CC[C@@H](C)C[C@H]1O
48	1%	x	-3%	x	COc1ccc(C2Sc3ccccc3N(CCN(C)C)C(=O)C2OC(C)=O)cc1 (stereo not drawn)
49	-3%	9	u	39	Cc1c(/C=C2\SC(=O)N(CC(=O)Nc3ccc4c(c3)OCO4)C2=O)c2ccccc2n1C
50	7%	-9	2%	-18	c1coc(-c2nnc(-c3cccs3)o2)c1
51	-8%	x	13%	x	COC(=O)[C@@]1(Cc2ccc(OC)cc2)[C@H]2c3cc(C(=O)N4CCCC4)n(CCc4ccccn4)c3C[C@H]2CN1C(=O)c1ccccc1
52	-3%	x	x	43	Cc1csc(N(C(=O)CCNC(=O)c2ccc([N+](=O)[O-])cc2)c2ccccc2)n1
53	40%[activator]	25	-4%	u	Cc1ccc2c(c1)CC1(CN2C)C(=O)OC2(CCCCC2)OC1=O
54	-4%	-1	3%	x	Clc1nccc2c1ccc1ccccc12
55	1%	6	-10%	u	Clc1ccc(-c2nn3c(-c4ccccn4)nnc3s2)c(Cl)c1
56	-1%	-4	3%	u	CCC(CC)C(=O)NC12CC3CC(CC(C3)C1)C2
57	-11%	u	-15%	-16	O=C1c2ccccc2-c2onc3ccc(NCc4ccco4)c1c23
58	-10%	-1	u	18	Cn1c(CSc2nc3ccccc3s2)nnc1SCC(=O)NCCN1CCOCC1
59	-19%	7	14%	x	Cc1ccc(C(=O)Cn2c3c(sc2=N)CCCC3)cc1
60	-2%	0	-1%	u	CC(c1ccccc1)C(CC(=O)O)C(=O)NC1CCCCC1 (stereo not drawn)

Three structures from above, ordered by SMILES length, largest number first:
#	ALOX12 inhib	IMPase cell inh	15-hLO-2 inh	PNC assembly inh	smiles
51	-8%	x	13%	x	COC(=O)[C@@]1(Cc2ccc(OC)cc2)[C@H]2c3cc(C(=O)N4CCCC4)n(CCc4ccccn4)c3C[C@H]2CN1C(=O)c1ccccc1
52	-3%	x	x	43	Cc1csc(N(C(=O)CCNC(=O)c2ccc([N+](=O)[O-])cc2)c2ccccc2)n1
59	-19%	7	14%	x	Cc1ccc(C(=O)Cn2c3c(sc2=N)CCCC3)cc1

(next part)
#	ALOX12 inhib	IMPase cell inh	15-hLO-2 inh	PNC assembly inh	smiles
61	2%	0	x	u	Cc1nc(NC(=O)CSc2ccc(-c3nc4ccccc4[nH]3)cn2)sc1C
62	11%	5	x	-17	CS(=O)(=O)c1ccc2nc(NC(=O)Nc3cccc(Cl)c3)sc2c1
63	-2%	3	2%	31	COC(=O)C1C(=O)c2c([nH]c(C(=O)OCCOC(C)C)c2C)CC1C (stereo not drawn)
64	0%	1	4%	u	O=C(O)c1cccc(Nc2nc(N3CCOCC3)nc(N3CCOCC3)n2)c1
65	-6%	7	9%	32	O=C(CN1CCN(c2ccccc2)CC1)Nc1cccc(C(F)(F)F)c1
66	4%	x	16%	x	COc1ccccc1CN1CC[C@@]2(CCCN(S(C)(=O)=O)C2)C1
67	-6%	-5	9%	-23	Cn1cnnc1SCC(=O)n1c2ccccc2c2ccccc21
68	6%	-11	7%	1	Cc1ccc(-n2[nH]c(C)c(C=Nc3ccc(C)cn3)c2=O)cc1
69	3%	4	4%	9	Cc1c(CC(C)C)nc(N)c(C#N)c1-c1ccccc1
70	-8%	-1	-9%	-13	O=C(COc1ncnc2ccccc12)c1ccc2c(c1)OCCO2
71	-5%	11	0%	25	CCn1c(SCC(=O)c2cc(C)n(CC3CCCO3)c2C)nc2ccccc21 (stereo not drawn)
72	8%	4	u	48	c1csc(C2Nc3cccc4cccc(c34)N2)c1
73	3%	4	5%	27	O=C(c1ccc(Cl)cc1)C1CCN(C(=O)NC2CCCCC2)CC1
74	5%	13	-5%	-10	CC(C)(C)NC(=O)COC(=O)c1ccc(S(=O)(=O)N2CCCCCC2)cc1
75	-5%	5	-4%	u	CN(Cc1nc2ccccc2n1C)S(C)(=O)=O
76	-1%	10	-5%	u	Cc1ccccc1NS(=O)(=O)c1ccc(N2CCCC2=O)cc1
77	-1%	4	-9%	23	Cc1ccc2[nH]c(=O)c(N3CCOCC3)c(-c3ccccc3)c2c1
78	-11%	-3	-8%	22	CCC(C)n1c(=O)c(C(=O)Nc2ccccc2S(N)(=O)=O)c(O)c2ccccc21 (stereo not drawn)
79	-7%	-1	-25%	13	O=C(C/C=N/OCc1ccc(Cl)cc1)c1cnc(-c2ccccc2)s1
80	-2%	x	x	1	CC(C)(C)OC(=O)N1CCC(C(=O)N[C@@H](Cc2ccccc2)C(=O)O)(c2ccccc2)CC1
81	2%	-12	x	-18	CCc1nc2ccccc2n1CC(O)COc1ccc(NC(C)=O)cc1 (stereo not drawn)
82	3%	-4	10%	101	O=C(O)c1ccc(Oc2cccc([N+](=O)[O-])c2)cc1C(=O)O
83	-1%	u	-9%	45	Cc1ccc(N(C(=O)CNC(=O)c2ccco2)C(C(=O)NC2CCCC2)c2cccnc2)cc1C (stereo not drawn)
84	8%	10	8%	16	CC(CN1CCOCC1)OC(=O)c1cccc(Br)c1 (stereo not drawn)
85	-3%	-16	-14%	18	COC(=O)C1=CN(CC2CCCO2)C=C(C(=O)OC)C1c1cc(OC)c(OC)c(OC)c1 (stereo not drawn)

Some of the compounds tested; the hit share may differ from the screen's.
